12-LOX inh = inhibitors of human 12S-lipoxygenase ALOX12 | P18054 | purified 12hLO, xylenol orange hydroperoxide absorbance | Potency, µM (series often up to 108 µM), without a hit: at the highest dose activity change, negative = inhibition, usual class: inhibitors | actives 1.1% (n = 580,000); further: on the % scale 0 is the no-effect control and ±100 the full control effect
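Purified human 12hLO at 150 nM in 25 mM Hepes, 0.01% Triton X-100, pH 7.0, preincubated 15 min at room temperature with compound. Reaction started with 40 uM arachidonic acid, 30 min at room temperature. Hydroperoxide measured by Fe-xylenol orange, 573/405 nm absorbance ratio.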
rTrxR1 inhibitor = blocks rat thioredoxin reductase 1; recombinant rTrxR1, NADPH fluorescence consumption, selenite substrate; actives 1% (n = 390,000); AID 588453; Potency, µM (top dose mostly 114 µM), without a hit: top-dose activity change, negative = inhibition, actives largely listed as inhibitors; O89049; further: on the % scale 0 is the no-effect control and ±100 the full control effect; nearly all actives have a fitted effect of over 65% in size
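Rat TrxR1 (90 nM in the dispensed reagent) was pre-reduced with 400 uM NADPH for 5 min at room temperature, then incubated with compound for 15 min. After 400 uM selenite was added, NADPH fluorescence (Ex 340/Em 450 nm) was followed for 8 min.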
USP1-UAF1 inh = USP1/UAF1 (human) deubiquitinase inhibition. Potency, µM (highest dose often 57.1 µM), inactives show at the highest dose activity change, negative = inhibition, most hits filed as inhibitors. recombinant USP1/UAF1, Ub-Rhodamine cleavage fluorescence. AID 743255. actives 0.23% (n = 390,000); further: on the % scale 0 is the no-effect control and ±100 the full control effect; nearly all actives have a fitted effect of over 60% in size; inactives centre near -12
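USP1/UAF1 complex (1 nM) preincubated 15 min at room temperature with compound, then Ub-Rho substrate (150 nM final) added. Kinetic fluorescence at 480/540 nm over 6 reads at 60 s intervals; 50 mM HEPES pH 7.8, 0.5 mM EDTA, 0.1 mg/ml BSA, 1 mM TCEP, 0.01% Tween-20.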
Vif-APOBEC3F blk = inhibitors of Vif-A3F interaction | actives 0.2% (n = 390,000) | Potency, µM (highest dose often 46.1 µM), inactives show at the top dose activity, negative = active | HeLa A3F-eYFP + Vif (tagged APOBEC3F with the HIV-1 protein that degrades it), YFP fluorescence increase; further: % of control where 0% means no effect; nearly all actives have a fitted effect of over 65% in size
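HeLa cells stably expressing Vif plus C-terminally eYFP-tagged A3F were seeded, incubated overnight at 37 deg C, dosed with compound, incubated overnight again at 37 deg C. Yellow fluorescence (Ex 488/Em 500-530) reported blocked Vif-mediated A3F-eYFP degradation.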
mIDH1 inhibitor = human IDH1 R132H inhibition | IDH1-R132H enzyme, NADPH consumption, diaphorase/resazurin fluorescence | O75874 | Potency, µM (doses to about 76.6 µM), inactives show top-dose activity change, negative = inhibition, usual class: inhibitors | actives 0.093% (n = 390,000); further: on the % scale 0 is the no-effect control and ±100 the full control effect; nearly all actives have a fitted effect of over 65% in size
Target sequence (O75874 whole entry R132H, stated change not applied): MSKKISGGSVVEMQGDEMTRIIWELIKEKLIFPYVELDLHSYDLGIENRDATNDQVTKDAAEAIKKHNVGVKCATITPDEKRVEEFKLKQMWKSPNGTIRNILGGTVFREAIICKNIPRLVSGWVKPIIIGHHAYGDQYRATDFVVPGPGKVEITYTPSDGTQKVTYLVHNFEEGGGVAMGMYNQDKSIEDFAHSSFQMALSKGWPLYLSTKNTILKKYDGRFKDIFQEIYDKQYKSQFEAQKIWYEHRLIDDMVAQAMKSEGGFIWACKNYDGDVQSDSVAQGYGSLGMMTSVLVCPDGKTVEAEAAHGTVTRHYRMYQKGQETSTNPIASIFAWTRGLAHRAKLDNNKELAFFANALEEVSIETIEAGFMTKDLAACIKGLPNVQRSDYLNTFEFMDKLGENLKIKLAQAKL
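IDH1-R132H (0.5 ug/mL) preincubated 30 min with compound, then NADPH (0.016 mM) and alpha-KG (2 mM) added; 80 min at RT, pH 7.5. Remaining NADPH coupled via diaphorase/resazurin to fluorescence (540/590 nm); concentration-response curves normalized to no-enzyme control.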
Vif-A3G inh = blocks the Vif interaction with human APOBEC3G; HeLa A3G-eYFP + Vif (tagged APOBEC3G with the HIV-1 protein that degrades it), YFP fluorescence, overnight; Potency, µM (titrated, usually from 46.1 µM), inactives show at the top dose activity, negative = active, most hits filed as inhibitors; actives 0.076% (n = 410,000);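 further: on the % scale 0 is the no-effect control and ±100 the full control effect; nearly all actives have a fitted effect of over 60% in size; hits raise eYFP signal because A3G escapes Vif-driven loss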
Target sequence (Q9HC16 whole entry, looked up): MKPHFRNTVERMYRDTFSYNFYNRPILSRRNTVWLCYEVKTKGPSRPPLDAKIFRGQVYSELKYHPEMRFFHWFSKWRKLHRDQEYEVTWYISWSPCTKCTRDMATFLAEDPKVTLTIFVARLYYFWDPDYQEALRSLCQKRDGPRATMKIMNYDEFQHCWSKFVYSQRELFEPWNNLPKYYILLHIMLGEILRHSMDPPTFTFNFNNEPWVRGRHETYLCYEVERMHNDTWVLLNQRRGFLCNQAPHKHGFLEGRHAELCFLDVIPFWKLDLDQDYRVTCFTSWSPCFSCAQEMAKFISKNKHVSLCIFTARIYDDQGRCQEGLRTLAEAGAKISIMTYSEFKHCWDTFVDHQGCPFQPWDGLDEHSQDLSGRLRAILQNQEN
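HeLa cells stably expressing Vif and C-terminally eYFP-tagged A3G, seeded overnight at 37 deg C, then exposed to compound by pintool overnight at 37 deg C. Rise in yellow fluorescence (Ex 488/Em 500-530, Acumen) marks blocked Vif-driven A3G degradation.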
TrxR1 substrate = rat thioredoxin reductase 1 substrate activity; O89049; purified TrxR1 substrate turnover, NADPH consumption readout; actives 0.01% (n = 390,000); AID 588456; Potency, µM (series often up to 114 µM), without a hit: top-dose activity change, negative = substrate turnover; further: on the % scale 0 is the no-effect control and ±100 the full control effect; nearly all actives have a fitted effect of over 50% in size
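Rat TrxR1, dispensed at 90 nM, was prereduced with 400 uM NADPH (final) for 5 min at ~22 deg C, then incubated with compound 15 min before 400 uM selenite. A first-read NADPH fluorescence drop versus no-compound background flagged substrates.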
RXFP1 ag = agonists of human relaxin receptor RXFP1. actives 0.3% (n = 370,000). HEK293T-RXFP1 cAMP TR-FRET, 30 min; response scale: percent of porcine relaxin response, buffer zero. AID 2676. Potency, µM (doses to about 57.5 µM), inactives show top-dose activation, usual class: activators; further: on the % scale 0 is the no-effect control and ±100 the full control effect; nearly all actives have a fitted effect of over 60% in size; many of its hits are not listed in these tables
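HEK293 cells stably expressing RXFP1, treated 30 min at 37C with compounds plus PDE4 inhibitor Ro 20174; cAMP measured by HTRF TR-FRET. Normalized to buffer and 29 nM porcine relaxin; EC50 by Hill fit.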
RGS4 inh = inhibitors of human regulator of G protein signaling 4; P49798; Transcreener GDP fluorescence polarization, RGS4-accelerated GTP hydrolysis; Potency, µM (titrated, usually from 114 µM), for inactives: at the highest dose activity change, negative = inhibition, actives largely listed as inhibitors; actives 0.039% (n = 390,000); AID 504845; further: on the % scale 0 is the no-effect control and ±100 the full control effect; nearly all actives have a fitted effect of over 75% in size; some results filed as inactive show a strong effect at the top dose
Target sequence (P49798 whole entry, looked up): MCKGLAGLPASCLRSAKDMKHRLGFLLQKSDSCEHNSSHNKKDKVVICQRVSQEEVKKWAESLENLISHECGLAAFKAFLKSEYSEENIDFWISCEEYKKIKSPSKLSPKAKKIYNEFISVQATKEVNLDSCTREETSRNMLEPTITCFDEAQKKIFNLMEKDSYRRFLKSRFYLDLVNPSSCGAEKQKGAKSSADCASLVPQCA
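MLSMR compounds (23 nl, pin-transferred) preincubated 10 min at room temperature with a 500nM (2x) first reagent, then RGS4 at 900nM (2x) plus Transcreener GDP mix added; fluorescence polarization (620/688 nm) read before and after 90 min at 30 °C.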
The depositor's hits bear a star; i = inactive; ? = inconclusive; . = not tested or not shown; & = joins results of further samples; [ ] = remark or other dose. The call rests on the fitted dose curve; in most records, active means well fitted curve in the direction sought with a large enough effect; inconclusive means small, poorly fitted or top-dose-only effect, or another doubt; inactive means no such curve, though single readings can be large; an effect the other way counts as inactive or inconclusive. Potency means the concentration at half of the fitted maximal effect.

SMILES	12-LOX inh	rTrxR1 inhibitor	USP1-UAF1 inh	Vif-APOBEC3F blk	mIDH1 inhibitor	Vif-A3G inh	TrxR1 substrate	RXFP1 ag	RGS4 inh
CC(C)(C)c1ccc(C(=O)N/N=C/c2ccc(OCCCF)cc2)cc1	7%	-13%[57.1 µM]	4%	1%	0%	-4%	-1%[57.1 µM]	-1.6%	-1%
CN1C(=O)c2ccccc2C(C(=O)NCCCN2CCCC2=O)C1c1c[nH]c2ccccc12 (stereo not given)	0%	5%[57.1 µM]	-9%	5%	-2%	-3%	6%[57.1 µM]	0.1%	18%
COCCNC(=O)CSc1nc2cc3c(cc2c(=O)n1Cc1ccco1)OCO3	-22%	6%	-20%	-9%	1%	-3%	4%	-0.2%	13%
c1ccc(-c2nnc(C3CC(c4ccncc4)=NO3)o2)cc1 (stereo not given)	-1%	5%[57.1 µM]	-10%	-1%	0%	-2%	4%	.	6%
O=C(NC(=S)Nc1ccccc1N1CCCC1)c1ccc(F)cc1	?	?	?	?	6%	-1%	-12%	1.2%	?
CCOC(=O)c1ccc(NC(=O)CSc2nnc(Cc3cccs3)n2C)cc1	169%[activator]	14%	-11%	4%	10%	3%	7%	0.2%	-20%
O=C1/C(=C/c2cccs2)SC(=S)N1NS(=O)(=O)c1ccccc1	?	-26%	-10%	3%	-19%	3%	-12%	2.3%	-14%
CC12CC3CC(C)(C1)CC(NCc1ccncc1)(C3)C2	-33%&6%	12%[57.1 µM]	-15%	4%	3%	-4%	-2%[57.1 µM]	0.4%	-16%
O=C(CSc1nnc(CNC(=O)c2ccc(F)cc2)o1)NCc1ccc2c(c1)OCO2	-1%	0%	-5%	0%	3%	-1%	-5%	0.3%	-41%
COc1cccc(-c2nnc(SCC(=O)NC3CCCCC3)o2)c1	?	-3%	-15%	-4%	9%	6%	-3%	18%	?
Cc1cc(C)n(CCNC(=O)C2CCC(=O)N(CC3CCCCC3)C2)n1 (stereo not given)	-9%	4%	-30%	0%	-15%	-1%	1%	0.5%	8%
Cc1ccc2nc(Cl)c3cc(C(=O)N4CCCC(C)C4)sc3c2c1 (stereo not given)	-1%	12%	8%	2%	0%	-7%	4%	-0.2%	-7%
O=C(CSc1ccc(Cl)cc1)Nc1ccccc1N1CCN(C(=O)c2ccc(Cl)cc2)CC1	-3%	22%	-8%	3%	-7%	0%	3%[57.1 µM]	-2.0%	-6%
Cc1ccc(NC(=O)c2ccoc2C)cc1C	6%	-17%	-9%	6%	7%	1%	-8%	1.3%	-17%
COc1ccc(N(CN2C(=O)C3CC=CCC3C2=O)C(=O)c2ccco2)cc1 (stereo not given)	0%	17%[57.1 µM]	-12%	2%	0%	-4%	6%[57.1 µM]	-0.5%	16%
CC(=O)N[C@@H](CC(=O)N[C@H](CCC(=O)O)C(=O)O)C(=O)O	-15%	19%	-29%	3%	-4%	4%	7%	?	4%
CCOC(=O)c1cc(-c2ccccc2)n(CC(=O)N(C)c2ccc(OC)cc2)c1C	-22%	27%[57.1 µM]	-5%	1%	4%	-4%	0%[57.1 µM]	-3.1%	5%
CCCCc1nn(-c2cc(Cl)ccc2OC)c2c1C(=O)CC(C)(C)C2	-9%	13%	?	4%	-7%	-1%	-3%	0.1%	4%
COc1ccc(-c2c(-c3cc(OC)cc(OC)c3)n(C)c3ccc(-c4cc(F)cc(OC)c4)cc23)cc1	-1%	63%[activator][57.1 µM]	-2%	-5%	-4%	2%	95%[activator][57.1 µM]	2.8%	18%
CCNC(=O)CSc1nnc(CN2CCCCCC2=O)n1-c1ccccn1	?	38%	-19%	4%	15%	0%	2%[57.1 µM]	-0.3%	-15%
Cc1ccc2c(c1)c(C)cc(=O)n2CCC(=O)O	-24%	0%	?	-1%	-3%	0%	6%	5.2%	13%
COc1ccccc1NC(=O)c1ccc(S(=O)(=O)N2CCCC(C)C2)cc1 (stereo not given)	-17%	16%[57.1 µM]	-23%	6%	1%	-7%	13%[0.0914 µM]	5.0%	-10%
O=C(COC(=O)c1ccc(S(=O)(=O)C(F)F)cc1)Nc1ccccc1C(=O)NC1CC1	0%	24%	-15%	-5%	0%	2%	6%	1.8%	6%
CC(C)C(C)NC(=O)CN1C(=O)NC2(CCCCCC2)C1=O (stereo not given)	-36%	0%	-12%	-2%	1%	0%	-5%	0.6%	22%
O=C(NC(=S)Nc1ccc(C(=O)N2CCOCC2)cc1)c1ccc([N+](=O)[O-])cc1	-14%	?	-10%	-8%	0%	1%	8%[57.1 µM]	0.6%	14%

Next compounds
SMILES	12-LOX inh	rTrxR1 inhibitor	USP1-UAF1 inh	Vif-APOBEC3F blk	mIDH1 inhibitor	Vif-A3G inh	TrxR1 substrate	RXFP1 ag	RGS4 inh
CC(CCc1ccccc1)N(C)CC(O)c1cccc([N+](=O)[O-])c1 (stereo not given)	1%	12%	-15%	-2%	12%	0%	4%	-2.1%	-12%
CCCCNC(=S)NNC(=O)C12CC3CC(CC(C3)C1)C2	120%[activator]	6%[57.1 µM]	-11%	-2%	2%	0%	6%[57.1 µM]	0.9%	-11%
O=S(=O)(Nc1nc2cc3c(cc2nc1Cl)OCCO3)c1ccccc1	-20%	27%	-25%	-1%	5%	-4%	113%[activator]	?	-40%[56.9 µM]
CN1C(=O)C(C(=O)Nc2ccccc2F)c2ccccc21 (stereo not given)	-9%	0%	-22%	1%	16%	1%	-2%	0.9%	-17%
Cc1cccn2cc(-c3cccc(S(=O)(=O)N4CCOCC4)c3)nc12	0%	8%	-13%	4%	-5%	0%	-1%	4.6%	-41%
CCCCNC(=O)CC1N=C2c3ccccc3N=C(SCC(=O)Nc3cccc(C)c3)N2C1=O (stereo not given)	0%	-2%	-16%	-1%	4%	1%	-4%	-0.6%	?
CC1(C)CC(NC(=O)C(=O)NCCc2ccccc2)CC(C)(C)N1	-6%	23%	-23%	9%	-2%	-2%	2%	-1.1%	14%
COc1cccc(/C=C/C(=O)OCC(=O)NCC2CCCO2)c1 (stereo not given)	5%	13%	-9%	3%	1%	0%	28%	-0.6%	-4%
CC(=O)NC1=NN(C(C)=O)C(c2ccccn2)S1 (stereo not given)	-1%	12%	-3%	14%	-4%	3%	0%	-0.2%	9%
C=CCn1c2ccccc2c2nnc(SC(CC)C(=O)Nc3nc(C)c(C(=O)OCC)s3)nc21 (stereo not given)	-4%	26%	-8%	1%	0%	1%	9%	-1.7%	-25%
N#Cc1c(-c2cccs2)cc(-c2cccnc2)nc1N	-19%	1%	-20%	5%	3%	0%	172%[activator]	5.3%	-7%
CC(C)Sc1ncc(Cl)c(C(=O)Nc2ccc(S(=O)(=O)Nc3ncccn3)cc2)n1	-3%	5%	0%	3%	6%	3%	-3%	8.2%	-9%
COc1ccc(-c2ccc3c(N)c(C(=O)NC(C)C)sc3n2)cc1OC	?	3%[57.1 µM]	?	7%	9%	-5%	5%	?	-31%
COc1ccccc1C(=O)Nc1c2c(nn1-c1ccc(Cl)cc1)CS(=O)(=O)C2	0%	37%	-16%	5%	2%	4%	15%	6.5%	?
CCC(C)[C@H](NC(=O)N1CCCCCC1)C(=O)OC (stereo not given in full)	i	30%	-1%	-1%	3%	3%	1%	0.2%	32%
O=C(NC1CC1)c1cc(-c2ccco2)nc2ccccc12	?	-4%	-8%	1%	5%	-2%	353%[activator]	3.8%	?
CCOc1cc2[nH]c(=S)n(CCCN3CCN(C)CC3)c(=O)c2cc1OCC	0%	7%	-13%	2%	-4%	-1%	4%	.	8%[11.4 µM]
CCOCCCNC(=O)CN1C(=O)COc2ccc(S(=O)(=O)N3CCC(C)CC3)cc21	.	20%	-10%	-4%	-10%	-3%	4%	0.2%	34%
CCOC(=O)N1CCN(C(=O)c2ccc(N3C(=O)c4ccccc4C3=O)cc2)CC1	0%	10%[57.1 µM]	2%	0%	14%	0%	11%[57.1 µM]	5.2%	28%
CCc1c(C)nc(N2CCN(c3cccc(OC)c3)CC2)[nH]c1=O	9%	15%	-22%	-10%	-6%	-1%	3%	0.9%	-1%
CCOc1ccc(Oc2nc(Nc3ccc(C)cc3)nc(N(C)C)n2)nn1	-16%	7%[57.1 µM]	-18%	4%	-1%	1%	3%	-1.7%	-26%[11.4 µM]
Cn1cnc2c(=O)sc3ccccc3c21	-2%	0%	-10%	23%	2%	4%	0%	.	2%
COc1cc2c(C(=O)NCCCN3CCN(c4cccc(Cl)c4)CC3)cn(C)c(=O)c2cc1OC	39%[activator]	7%	-4%	2%	3%	2%	3%	0.8%	-3%
CCCNC(=O)C(CC)NC(=O)c1cccc([N+](=O)[O-])c1 (stereo not given)	7%	17%[57.1 µM]	-6%	1%	-11%	2%	6%[57.1 µM]	-2.8%	19%

Random excerpt: 2 entries already listed.
SMILES	12-LOX inh	rTrxR1 inhibitor	USP1-UAF1 inh	Vif-APOBEC3F blk	mIDH1 inhibitor	Vif-A3G inh	TrxR1 substrate	RXFP1 ag	RGS4 inh
Cc1ccc(NC(=O)c2ccoc2C)cc1C	6%	-17%	-9%	6%	7%	1%	-8%	1.3%	-17%
COc1ccc(N(CN2C(=O)C3CC=CCC3C2=O)C(=O)c2ccco2)cc1 (stereo not given)	0%	17%[57.1 µM]	-12%	2%	0%	-4%	6%[57.1 µM]	-0.5%	16%

Screening results (PubChem)

Not all compounds are listed, so the mix of outcomes need not match the whole.
